MPTP inh: inhibitors of mitochondrial permeability transition pore; isolated mouse mitochondria, Ca2+ swelling absorbance, 30 min; inhibition, % at 10 µM; actives 1.4% (n = 360,000); AID 602449;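 active = inhibition of 50% or more, scaled per plate between neutral and stimulator controls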;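 also: 0% = DMSO wells given calcium and 100% = 1 mM EGTA wells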
hIAP act: increases human intestinal alkaline phosphatase activity; P09923; purified human IAP, CDP-Star luminescence, 30 min; hits give high values; 1 = vehicle-only enzyme, 0 = enzyme-free background; activation factor at 10 µM; actives 0.16% (n = 330,000);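 active = activation factor of the enzyme at least 2-fold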; also: the source names both 10 and 20 µM as test concentration; values of inactives mirror those of a sister screen read the other way
GRIN3A LBD mod: modulators (binders) of human NR3A ligand-binding domain; NR3A LBD differential scanning fluorimetry, Tm shift; 0% = protein alone, 100% = glycine-bound protein; Tm shift relative to glycine control, % at 25 µM; actives 2.5% (n = 340,000);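 active = melting temperature shift of at least 10% of the positive control shift, at one fixed dose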
SENP8 block: SENP8 (human) protease inhibition. Q96LD8. recombinant SENP8, Nedd8 substrate fluorescence. inhibition, % at 20 µM. actives 0.64% (n = 360,000); in the data active = inhibition mostly above about 40%, no sharp cut-off; inactive = mostly below about 27%
Target sequence (Q96LD8 whole entry, looked up): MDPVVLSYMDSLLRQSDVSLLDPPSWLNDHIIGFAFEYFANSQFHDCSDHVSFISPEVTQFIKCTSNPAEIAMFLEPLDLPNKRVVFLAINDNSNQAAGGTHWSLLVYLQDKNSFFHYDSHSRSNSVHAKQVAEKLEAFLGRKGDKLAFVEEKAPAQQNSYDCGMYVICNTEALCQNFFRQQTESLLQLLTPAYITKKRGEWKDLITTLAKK
ATG4B inh: blocks human ATG4B protease cleavage of LC3 substrate; Q9Y4P1; ATG4B cleavage of LC3-PLA2, NBD-HPC fluorescence, 1 h; inhibition, % at 8.33 µM; actives 0.51% (n = 340,000); in the data active = inhibition above about 40%
SENP1 inh: SENP1 (human) catalytic domain inhibition | actives 0.21% (n = 360,000) | inhibition, % at 10 µM | recombinant SENP1 catalytic domain, CyPet-SUMO1-YPet FRET cleavage;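 active = inhibition at least 30% at 10 µM, raw YFP signal under a set limit, fluorescence ratio 0.5 to 1.5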;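 also: 0% = enzyme with DMSO and 100% = no enzyme wells; some results filed as inactive read as strong as hits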
Target sequence (Q9P0U3 419-644 limits assumed): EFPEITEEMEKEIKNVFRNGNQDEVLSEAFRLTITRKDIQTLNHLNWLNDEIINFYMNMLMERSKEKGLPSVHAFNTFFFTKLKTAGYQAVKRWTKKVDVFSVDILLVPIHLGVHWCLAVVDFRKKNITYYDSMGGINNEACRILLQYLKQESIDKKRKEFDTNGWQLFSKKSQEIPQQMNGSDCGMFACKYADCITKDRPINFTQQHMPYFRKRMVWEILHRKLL
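System: Recombinant human SENP1 catalytic domain, His6-tagged | Incubation: Enzyme reaction for 50 min at room temperature, dark | Medium: Tris pH 8 with BME, BSA, NP40 and catalase | Also added: 25 nM SUMO1 FRET substrate | Compound: 10 µM single point, 0.5% DMSO | Measured by: FRET fluorescence in CFP and YFP emission channels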
PfG6PD inh: PfG6PD (Plasmodium falciparum) enzyme inhibition. PfGluPho enzyme, NADPH resazurin-diaphorase fluorescence. AID 504690. inhibition, % at 20 µM. actives 0.78% (n = 350,000);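 active = inhibition reaching at least a set limit at 20 µM in the primary screen, cut at about 59% in these data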;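 also: 0% = DMSO wells with substrate and 100% = DMSO wells lacking glucose-6-phosphate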
SENP6 block: inhibitors of human SENP6 protease; Q9GZR1; Recombinant SENP6 catalytic domain, aminoluciferin luminescence; inhibition, % at 10 µM; actives 1.8% (n = 330,000); AID 2599;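 active = inhibition above about 50% at the single tested dose, limit read from the data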;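 also: plate controls were DMSO wells with enzyme for no effect and DMSO wells lacking enzyme for full effect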
Target sequence (Q9GZR1 628-1112 limits assumed): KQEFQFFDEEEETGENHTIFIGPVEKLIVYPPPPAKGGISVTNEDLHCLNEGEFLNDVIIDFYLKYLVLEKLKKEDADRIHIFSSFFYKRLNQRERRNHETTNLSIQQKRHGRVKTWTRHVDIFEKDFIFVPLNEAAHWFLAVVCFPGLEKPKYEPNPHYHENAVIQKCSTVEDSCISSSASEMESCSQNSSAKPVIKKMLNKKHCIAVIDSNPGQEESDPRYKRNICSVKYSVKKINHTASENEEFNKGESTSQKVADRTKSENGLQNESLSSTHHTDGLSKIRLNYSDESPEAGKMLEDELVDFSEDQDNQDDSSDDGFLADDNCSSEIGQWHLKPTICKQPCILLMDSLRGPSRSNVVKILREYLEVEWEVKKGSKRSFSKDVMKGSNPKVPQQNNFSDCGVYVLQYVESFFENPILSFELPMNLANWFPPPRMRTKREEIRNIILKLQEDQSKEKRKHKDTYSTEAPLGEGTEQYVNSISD
The depositor's hits bear a star; & = joins results of further samples.

For NC(=O)C1CCN(C(=O)C2CC(=O)N(c3ccc4c(c3)OCCO4)C2)CC1 (configuration not stated) the results were MPTP inh -1.7, GRIN3A LBD mod 3.1, SENP8 block 15.4, ATG4B inh -2.3, SENP1 inh 4.0 and PfG6PD inh -9.2.
`C=CCn1c(SCC(=O)NC(=O)NC2CCCC2)nnc1C1CCCCC1` gave MPTP inh 1.2, hIAP act 0.943, GRIN3A LBD mod 0.8, SENP8 block 17.5, ATG4B inh -11.7, SENP1 inh 1.7, PfG6PD inh 20.8 and SENP6 block 11.3.
Screening COc1ccc(Cn2c(-c3ccco3)nc3oc4ccccc4c(=O)c3c2=O)cc1 returned MPTP inh 0.9, hIAP act 1.18, GRIN3A LBD mod -1.1, SENP8 block 14.7, ATG4B inh -17.5, SENP1 inh 1.7, PfG6PD inh 4.3 and SENP6 block 36.1.
For COc1cc(N)c(Cl)cc1Cl the results were MPTP inh -1.2, hIAP act 1.01, GRIN3A LBD mod 1.4, SENP8 block 8.8, ATG4B inh -3.0, SENP1 inh 0.7, PfG6PD inh -8.3 and SENP6 block -4.0.
Clc1cccc(Cn2ncc3ccccc32)c1 was read as MPTP inh 1.1, hIAP act 1, GRIN3A LBD mod 4.7, SENP8 block 17.7, ATG4B inh 4.1, SENP1 inh 1.7, PfG6PD inh 4.1 and SENP6 block 18.0.
O=C(C(=Cc1ccc(F)cc1)c1ccccc1)c1ccc(O)cc1 was read as MPTP inh 28.7, GRIN3A LBD mod -0.1, SENP8 block 18.2, ATG4B inh 14.1, SENP1 inh 2.5 and PfG6PD inh -17.4.
Screening C=CCn1c(C)nc2c(cnn2-c2ccccc2)c1=O returned MPTP inh -0.8, hIAP act 1.11, GRIN3A LBD mod -1.5, SENP8 block 0.8, ATG4B inh -1.4, SENP1 inh -0.5, PfG6PD inh -7.3 and SENP6 block -9.6.
For CCOC(=O)c1c(S(=O)(=O)NCC(=O)NCc2ccccc2)c(C)n(C)c1C the results were MPTP inh 0.2, hIAP act 1.12, GRIN3A LBD mod 1.8, SENP8 block 16.4, ATG4B inh 8.7, SENP1 inh 0.1, PfG6PD inh -4.5 and SENP6 block -12.2.
For COc1cccc(CNC(=O)CCC(=O)N2Cc3cccc(OC)c3Oc3ncccc32)c1OC the results were MPTP inh -0.4, hIAP act 1.02, GRIN3A LBD mod -55.5, SENP8 block 6.6, ATG4B inh -2.4, SENP1 inh 2.9, PfG6PD inh 5.6 and SENP6 block 10.5.
`CCN(Cc1ccc(N(C)C)cc1)C(C)C(=O)Nc1ccc(S(=O)(=O)N2CCCC2)cc1` (configuration not stated) gave MPTP inh -0.6, hIAP act 0.925, GRIN3A LBD mod -0.4, SENP8 block 13.9, ATG4B inh 2.8, SENP1 inh 0.8, PfG6PD inh 9.9 and SENP6 block 7.3.
`COCCN1C(=O)/C(=C/c2ccc(Oc3ccc([N+](=O)[O-])cn3)c(OC)c2)SC1=Nc1ccccc1` gave MPTP inh 2.9, hIAP act 0.975, GRIN3A LBD mod -2.9, SENP8 block 33.3, ATG4B inh -3.1, SENP1 inh 3.8, PfG6PD inh 9.2 and SENP6 block -9.1.
Screening CC(=O)NCCNC(=O)C1CCCCN1S(=O)(=O)c1ccccc1 (configuration not stated) returned MPTP inh -3.5, hIAP act 0.81, GRIN3A LBD mod 1.3, SENP8 block -7.4, ATG4B inh -0.1, SENP1 inh 2.0, PfG6PD inh -22.2 and SENP6 block 2.9.
For Cc1nc2nc(-c3cccs3)[nH]c2cc1Br the results were MPTP inh 3.5, hIAP act 0.916, GRIN3A LBD mod 1.2, SENP8 block -206.9, ATG4B inh 6.5, SENP1 inh -1.0, PfG6PD inh 55.7 and SENP6 block 91.0*.
CC(C)CSc1ncnc2c1oc1nc3c(cc12)COC(C)(C)C3 was read as MPTP inh 0.3, hIAP act 1.04, GRIN3A LBD mod 2.0, SENP8 block -2.8, ATG4B inh -4.3, SENP1 inh -6.6, PfG6PD inh 18.1 and SENP6 block -6.5.
O=C(NCc1cccnc1)C(=O)NCC1OCCN1S(=O)(=O)c1ccc(F)cc1 (configuration not stated) was read as MPTP inh -1.5, hIAP act 1.16, GRIN3A LBD mod -1.2, SENP8 block 10.5, ATG4B inh -4.8, SENP1 inh 1.3, PfG6PD inh -0.4 and SENP6 block 0.4.
Screening Cc1ccc(-c2nc3ccccc3s2)cc1NC(=S)NC(=O)/C=C/c1ccco1 returned MPTP inh -1.9, hIAP act 1.09, GRIN3A LBD mod -2.1, SENP8 block -7.9, ATG4B inh 1.7, SENP1 inh -5.2, PfG6PD inh -5.0 and SENP6 block 26.4.
`CCCC(=O)NC(=S)Nc1ccc(C(C)=O)cc1` gave MPTP inh 5.8, hIAP act 0.901, GRIN3A LBD mod 0.5, SENP8 block 18.9, ATG4B inh 6.5, SENP1 inh 0.0, PfG6PD inh -18.7 and SENP6 block -31.3.
COc1ccc(C)cc1NS(=O)(=O)c1ccc2c(c1)n(C)c(=O)n2C was read as MPTP inh 0.8, hIAP act 1, GRIN3A LBD mod -2.1, SENP8 block 10.6, ATG4B inh -0.1, SENP1 inh 1.1, PfG6PD inh -2.6 and SENP6 block -6.6.
`COc1ccc(CN2CCC[C@]3(N[C@H](c4ccc(C)cc4)[C@@H]4C(=O)N(Cc5ccccc5)C(=O)[C@@H]43)C2=O)cc1` gave MPTP inh 0.8, SENP8 block 4.6, SENP1 inh 1.4 and PfG6PD inh 1.4.
Screening Cc1occc1C(=O)N/N=C/c1ccccc1[N+](=O)[O-] returned MPTP inh 3.4, hIAP act 0.966, GRIN3A LBD mod -1.5, SENP8 block 8.5, ATG4B inh 3.5, SENP1 inh 1.5, PfG6PD inh -4.3 and SENP6 block 55.5*.
For O=C(NCCCN1CCCC1=O)c1ccc(Cl)c(S(=O)(=O)N2CCCCC2)c1 the results were MPTP inh 0.5, hIAP act 1, GRIN3A LBD mod 0.1, SENP8 block 5.2, ATG4B inh 2.8, SENP1 inh 3.1, PfG6PD inh -14.4 and SENP6 block -1.7.
Screening CCCCN1C(=O)N(CCc2ccc(F)cc2)S(=O)(=O)c2cc(C(F)(F)F)ccc21 returned MPTP inh -1.4, GRIN3A LBD mod -0.5, SENP8 block 5.7, ATG4B inh -2.4, SENP1 inh 1.3 and PfG6PD inh 36.0.
O=C(N/N=C/c1ccc(OC(=O)c2ccccc2)cc1)c1cccnc1 was read as MPTP inh 0.6, hIAP act 0.865, GRIN3A LBD mod -16.9, SENP8 block 11.7, ATG4B inh -7.4, SENP1 inh 2.5, PfG6PD inh 0.2 and SENP6 block 20.4.
`CC1Sc2ccc(Cl)cc2-c2nc(N)ncc21` (configuration not stated) gave MPTP inh -0.2, hIAP act 0.956, GRIN3A LBD mod 2.2, SENP8 block 0.3, ATG4B inh 1.7, SENP1 inh 1.6, PfG6PD inh 11.6 and SENP6 block -4.7.

Grouped by structure: those above containing a nitro group on carbon
`COCCN1C(=O)/C(=C/c2ccc(Oc3ccc([N+](=O)[O-])cn3)c(OC)c2)SC1=Nc1ccccc1` gave MPTP inh 2.9, hIAP act 0.975, GRIN3A LBD mod -2.9, SENP8 block 33.3, ATG4B inh -3.1, SENP1 inh 3.8, PfG6PD inh 9.2 and SENP6 block -9.1.
Screening Cc1occc1C(=O)N/N=C/c1ccccc1[N+](=O)[O-] returned MPTP inh 3.4, hIAP act 0.966, GRIN3A LBD mod -1.5, SENP8 block 8.5, ATG4B inh 3.5, SENP1 inh 1.5, PfG6PD inh -4.3 and SENP6 block 55.5*.

More entries follow:
Screening CC(=O)c1c(C)[nH]c(C(=O)NCc2cccc(Cl)c2)c1C returned MPTP inh 4.4, hIAP act 1.11, GRIN3A LBD mod 0.0, SENP8 block -1.7, ATG4B inh -3.3, SENP1 inh 0.5, PfG6PD inh 1.5 and SENP6 block -14.5.
`NCC/C=C1/c2ccccc2CSc2ccccc21` gave MPTP inh 87.5*, hIAP act 0.866, GRIN3A LBD mod 1.4, SENP8 block 14.7, ATG4B inh -9.2, SENP1 inh 0.5, PfG6PD inh 0.9 and SENP6 block -32.1.
For Cc1cccc2sc(N(CCCN(C)C)C(=O)CCc3ccccc3)nc12 the results were MPTP inh -3.7, hIAP act 1.06, GRIN3A LBD mod 0.1, SENP8 block 22.5, ATG4B inh 6.7, SENP1 inh 1.9, PfG6PD inh -10.6 and SENP6 block -26.2.
O=C(O)c1cccc(CSc2n[nH]c(-c3ccc(Cl)cc3Cl)n2)c1 was read as MPTP inh -3.8, hIAP act 0.598, GRIN3A LBD mod -4.7, SENP8 block -2.5, ATG4B inh -4.0, SENP1 inh 0.9, PfG6PD inh -9.7 and SENP6 block -2.2.
For O=C(Nc1ccc2c(c1)OCCO2)c1c(Cl)cccc1Cl the results were MPTP inh 0.4, SENP8 block 17.1, SENP1 inh 1.9 and PfG6PD inh 8.5.
CC(=O)Oc1ccc2nc(/C=C/c3ccccc3)oc(=O)c2c1 was read as MPTP inh 0.4, hIAP act 1.21, GRIN3A LBD mod 3.2, SENP8 block -198.3, ATG4B inh 1.7, SENP1 inh -37.7, PfG6PD inh 3.1 and SENP6 block 36.2.
CC(c1ccco1)N(C(=O)C12CC3(C)CC(C)(CC(C)(C3)C1)C2)c1ccccn1 (configuration not stated) was read as MPTP inh -0.5, hIAP act 0.907, GRIN3A LBD mod 0.9, SENP8 block 8.1, ATG4B inh -1.8, SENP1 inh 2.1, PfG6PD inh 15.3 and SENP6 block -11.3.
For CC1CCN(Cc2nnnn2CCCC(=O)N(C)C2CCOC2)CC1 (configuration not stated) the results were MPTP inh -0.8, hIAP act 1.16, GRIN3A LBD mod -0.7, SENP8 block 6.6, ATG4B inh 3.6, SENP1 inh -1.1, PfG6PD inh 4.0 and SENP6 block 12.2.
Screening COc1ccc(/C=N\NC(=O)C2=NNC(=O)C2C)cc1 (configuration not stated) returned MPTP inh -2.6, hIAP act 1.06, GRIN3A LBD mod -14.3, SENP8 block 10.1, ATG4B inh -8.9, SENP1 inh 2.5, PfG6PD inh 4.2 and SENP6 block 39.6.
`COc1cc(Cl)cc(C=O)c1OCC(=O)O` gave MPTP inh -0.6, hIAP act 1.05, GRIN3A LBD mod -0.9, SENP8 block -136.6, ATG4B inh 8.3, SENP1 inh -12.3, PfG6PD inh -16.7 and SENP6 block -9.9.
CC(C(=O)c1ccc(Br)cc1)[n+]1cccc(NC(=O)c2ccccc2)c1 (configuration not stated) was read as MPTP inh -0.1, hIAP act 1.01, GRIN3A LBD mod 1.1, SENP8 block 30.8, ATG4B inh -1.6, SENP1 inh 1.3, PfG6PD inh 8.6 and SENP6 block -4.9.
Screening CCc1nn(CCCN2CCN(c3cccc(Cl)c3)CC2)c(=O)n1CCOc1ccccc1 returned MPTP inh 14.7&16.5, hIAP act 1.05, GRIN3A LBD mod -1.3&2.0, SENP8 block 2.6&6.3, ATG4B inh -13.4&-7.5, SENP1 inh 2.2&1.4, PfG6PD inh 13.2&7.7 and SENP6 block -12.0.
Cc1cc(C)c2oc(C(=O)Nc3ccc(S(=O)(=O)Nc4nccs4)cc3)cc(=O)c2c1 was read as MPTP inh 6.2, hIAP act 1.09, GRIN3A LBD mod 1.1, SENP8 block 34.0, ATG4B inh -6.9, SENP1 inh 3.5, PfG6PD inh -2.4 and SENP6 block -7.3.
CC(=O)c1ccccc1C(=O)N1CCCC(N2CCN(Cc3ccc4c(c3)OCO4)CC2)C1 (configuration not stated) was read as MPTP inh 0.1, hIAP act 1.01, GRIN3A LBD mod 1.8, SENP8 block 13.6, ATG4B inh 15.1, SENP1 inh -0.2, PfG6PD inh -5.8 and SENP6 block -6.3.
NC(=O)NC(=O)C(Nc1ccc2c(c1)CCC2)c1ccccc1 (configuration not stated) was read as MPTP inh 0.0, hIAP act 0.949, GRIN3A LBD mod -1.6, SENP8 block 7.7, ATG4B inh 3.7, SENP1 inh 0.2, PfG6PD inh 19.0 and SENP6 block 8.5.
Screening CC(CNC(=O)C1CCCCC1C(=O)O)c1ccccc1 (configuration not stated) returned MPTP inh -0.1, hIAP act 0.971, GRIN3A LBD mod -1.9, SENP8 block 13.8, ATG4B inh 7.0, SENP1 inh -3.2, PfG6PD inh -7.2 and SENP6 block -4.0.
